Glyco luc inh: blocks N-linked glycosylation in D54 reporter cells; D54 ERlucT glycosylation luciferase reporter, 24 h; percent of 100 nM tunicamycin response; reporter increase, % at 12.5 µM; hit rate 0.23% among 360,000;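 active = mean luciferase reporter signal, scaled so untreated is 0 and the glycosylation-blocking control 100, at or above a set limit in every replicate; inconclusive = mean reaches the limit but not every replicate does; inactive = mean below the limit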;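 also: luciferase carries N-glycosylation sites so blocking glycosylation raises the light; 0% = median of neutral control wells and 100% = median of 100 nM tunicamycin wells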
aDG glyco act: alpha-DG glycosylation activation; Pro5-aDG cells, alpha-DG glycosylation AlphaScreen (IIH6); 0% Pro5, 100% B10-LARGE cell signal; activation, % at 10 µM; hit rate 0.22% among 360,000; AID 624168;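 active = activation of at least 8% versus controls, or a plate z-score of at least 8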;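 also: Pro5 are CHO cells carrying HIG-tagged alpha-DG that lacks glycosylation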
Vif imaging: inhibitors of HIV Vif; HEK293T cells, Vif self-association by quenched fluorescence, imaging, 24 h; inhibition, % at 7.49 µM; hit rate 0.35% among 340,000; in the data active = inhibition above about 50%, passing the limit was not always enough; inconclusive = no clear call, values can overlap the other calls; inactive = below about 31%; also: some results filed as inactive read as strong as hits
CaV13 ICDI inh: Disruptors of the CACNA1D IQ motif to Ca2+-dependent inactivation inhibitor domain association, primary screening, Förster resonance energy transfer in intact living … | HEK cells, CFP/YFP FRET ICDI-IQ, plate reader, 10 min; percent FRET-ratio fall versus neutral wells | inhibition, % at 12.3 µM | hit rate 0.098% among 340,000 | AID 743397;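 active = mean replicate inhibition of at least 30% and at least 1% of replicates passing that level; inconclusive = only one of the two criteria is met; inactive = neither criterion is met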;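 also: 0% = median of the neutral control wells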
PDI turbidity: blocks human protein disulfide isomerase activity; P07237; PDI insulin aggregation turbidity, A650, 90 min; inhibition, % at 10 µM; hit rate 0.052% among 350,000;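 active = mean inhibition across replicates of 30% or more, whatever share of single replicates reach that level; inconclusive = mean inhibition below 30% while every single replicate reaches 30%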;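 also: absorbance from insulin aggregation driven by PDI reduction with DTT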
Target sequence (P07237 whole entry, looked up): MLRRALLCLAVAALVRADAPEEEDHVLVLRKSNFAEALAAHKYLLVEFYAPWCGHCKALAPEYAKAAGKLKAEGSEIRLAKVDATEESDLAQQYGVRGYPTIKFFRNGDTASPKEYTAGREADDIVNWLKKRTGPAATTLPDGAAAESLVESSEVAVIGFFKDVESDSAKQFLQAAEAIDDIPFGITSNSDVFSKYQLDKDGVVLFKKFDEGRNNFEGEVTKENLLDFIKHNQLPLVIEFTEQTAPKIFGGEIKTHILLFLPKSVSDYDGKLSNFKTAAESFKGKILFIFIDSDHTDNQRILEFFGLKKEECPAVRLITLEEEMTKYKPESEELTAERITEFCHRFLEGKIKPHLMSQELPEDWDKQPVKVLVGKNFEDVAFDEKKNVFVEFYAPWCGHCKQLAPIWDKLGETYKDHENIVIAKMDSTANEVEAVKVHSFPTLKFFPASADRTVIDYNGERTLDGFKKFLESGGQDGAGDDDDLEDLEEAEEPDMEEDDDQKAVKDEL
Granule exo inh: blocks lytic granule exocytosis | TALL-104 LAMP-1 surface exposure, flow cytometry; cells stimulated with thapsigargin and PMA | inhibition, % at 10 µM | hit rate 0.66% among 360,000;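 active = inhibition above about 55%, limit read from the data; inconclusive = no clear call, values can overlap the other calls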
iPSC survival up: increases survival of single human iPS cells. hiPSC single-cell survival, ATPlite luminescence; 100% = ROCK inhibitor wells, 0% = DMSO. survival enhancement, % at 20 µM. hit rate 0.044% among 360,000; in the data active = survival enhancement above about 18%;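 also: cells exposed to compounds for 16 hours before the ATP read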
HTR2A ag: agonists of mouse serotonin 5-HT2A receptor (HTR2A) | hit rate 0.66% among 360,000 | activation, % at 7.6 µM | P35363 | CHO-K1 mHTR2A beta-arrestin complementation, luminescence; percent of 30 µM serotonin response | AID 624169;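 active = activation above a run cutoff, the mean activation of all tested compounds plus 3 SD, cut at about 14% in these data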;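 also: 0% = plate median of compound wells and 100% = 30 µM serotonin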
Target sequence (P35363 whole entry, looked up): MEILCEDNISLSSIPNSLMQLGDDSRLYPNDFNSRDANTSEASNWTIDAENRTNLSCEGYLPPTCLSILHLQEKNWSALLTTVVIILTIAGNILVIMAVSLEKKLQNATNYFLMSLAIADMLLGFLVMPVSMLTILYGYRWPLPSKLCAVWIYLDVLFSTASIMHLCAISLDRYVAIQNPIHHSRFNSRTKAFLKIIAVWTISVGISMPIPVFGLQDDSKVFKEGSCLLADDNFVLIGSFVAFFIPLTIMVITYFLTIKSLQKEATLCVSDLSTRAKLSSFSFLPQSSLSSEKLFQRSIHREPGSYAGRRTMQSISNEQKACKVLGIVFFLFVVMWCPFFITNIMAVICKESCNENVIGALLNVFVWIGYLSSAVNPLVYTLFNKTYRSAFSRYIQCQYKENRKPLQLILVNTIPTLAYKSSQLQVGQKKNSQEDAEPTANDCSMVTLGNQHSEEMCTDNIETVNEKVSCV
Cardio protect: protects H9c2 cardiomyocytes from peroxide injury; hit rate 0.63% among 360,000; H2O2 injury protection, ATPLite, 2 h; protection from H2O2 cell death, % at 20 µM; AID 588492;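 active = compounds giving at least 50% protection of heart cells from peroxide-induced death in the single-dose screen, raw or plate-pattern-corrected value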;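 also: 0% = DMSO wells with peroxide and 100% = DMSO wells without peroxide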
ABCB6 inh 2: blocks the human ABCB6 transporter; Q9NP58; K562-ABCB6 porphyrin accumulation, flow cytometry, 1 h; stronger effect = lower value; fluorescence ratio to DMSO, % at 10 µM; hit rate 0.19% among 360,000;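 active = fluorescence ratio to DMSO below 75%, the collection mean minus 3 SD; inconclusive = too few cells collected in the well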;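 also: signal is porphyrin accumulated inside mitochondria; 100% equals median channel fluorescence of DMSO control wells; lower ratio means ABCB6 inhibition with less porphyrin fluorescence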
* marks the source's active call; other numbers are inactive results; ? = inconclusive; . = not tested or not shown.

SMILES | Glyco luc inh | aDG glyco act | Vif imaging | CaV13 ICDI inh | PDI turbidity | Granule exo inh | iPSC survival up | HTR2A ag | Cardio protect | ABCB6 inh 2
CCOc1ccc(Br)cc1/C=N/NC(=O)c1ccncc1 | 4.0 | -0.3 | -6.4 | . | -8.8 | -4.3 | 6.6 | 0.5 | 5.0 | 106.0
O=C(c1ccccn1)N1CC=C(c2ccccc2)CC1 | 0.1 | 0.4 | -0.9 | 1.5 | -6.3 | -0.1 | 5.1 | -1.1 | -5.8 | 95.0
COc1ccc(N=c2oc3cc(O)ccc3cc2C(=O)Nc2ccccn2)cc1OC | -3.5 | -0.9 | -17.4 | 5.4 | -0.3 | 6.2 | -0.9 | 0.0 | -25.6 | 100.0
O=C(O)c1ccc(N/N=C/c2cn(Cc3ccccc3F)c3ccccc23)cc1 | -12.9 | -0.1 | -13.2 | -5.1 | -3.9 | 7.0 | 0.3 | -0.2 | -6.4 | 96.0
CC(=O)OCC(=O)N1CCN(c2ccc([N+](=O)[O-])cc2)CC1 | 2.7 | -0.2 | -2.7 | -3.1 | -2.6 | 11.9 | -1.3 | 1.3 | 1.4 | 83.0
COc1ccc(CCNC(=O)C2CCN(c3nccc(C)n3)CC2)cc1 | -0.1 | 0.2 | -7.3 | 12.2 | -0.2 | -6.4 | 0.5 | 2.1 | -4.4 | 99.0
Cc1ccc(CSCC(=O)Nc2c(C)n(C)n(-c3ccccc3)c2=O)cc1 | -0.3 | -0.1 | -2.3 | -3.7 | -15.5 | -4.5 | 0.2 | -1.6 | 10.7 | 99.0
CCCCn1cnc2c(SCc3ccc(Br)cc3)nc(N)nc21 | -0.3 | 0.3 | -18.0 | -18.4 | 4.8 | -2.0 | 0.3 | -6.7 | -9.6 | 95.0
COCCCN1C(=O)c2ccc(C(=O)Nc3ccc(C)cc3C)cc2C1=O | 2.2 | 0.0 | 2.7 | -19.4 | -1.4 | -3.6 | 0.0 | 5.4 | 1.8 | 100.0
CN(C(=O)OC(C)(C)C)c1ccc(-c2nc3ccccc3s2)cc1 | -20.1 | 0.2 | -7.8 | -9.2 | -3.9 | 5.2 | -3.5 | 4.5 | -12.1 | 93.0
CC(C)(C)NC(=O)C(c1c[nH]c2ccccc12)N(C(=O)Cn1nnc(-c2ccc(F)cc2)n1)c1cccc(O)c1 (stereo unspecified) | -4.0 | 0.0 | -3.0 | -14.3 | 2.3 | 4.9 | -2.5 | 1.1 | 12.4 | 98.0
CCSc1ncnc2sc3c(c12)CCC3 | -0.1 | -0.4 | -1.9 | -4.5 | -3.9 | 0.2 | 2.3 | 2.8 | -5.3 | 94.0
CCNc1nc(NCC)n2c(SCC(=O)Nc3ccccc3F)nnc2n1 | 0.5 | 0.1 | -2.7 | -4.9 | -7.8 | 8.4 | 0.0 | 8.7 | -0.3 | 99.0
O=[N+]([O-])c1ccc(/C([O-])=C(/C(=S)NCc2ccco2)[n+]2ccccc2)cc1 | 3.0 | -0.4 | 1.6 | -5.6 | 0.6 | -1.7 | 0.3 | 2.0 | 2.1 | 100.0
CCC(C)(C)n1nnnc1CN1CCSCC1 | 1.1 | 0.0 | 13.3 | -7.7 | 0.4 | 13.0 | -0.7 | 1.2 | -1.0 | 94.0
CN(C)c1ccc(/C=C2\NC(=S)N(Cc3ccccc3)C2=O)cc1 | -6.7 | 0.7 | . | . | -7.9 | -3.4 | 6.9 | 0.8 | -7.5 | 941.0
O=C(c1ccc2nc(N3CCOCC3)sc2c1)N1CCN(c2ccc(Cl)cc2)CC1 | -1.5 | 0.2 | -12.3 | -2.5 | 1.4 | 7.3 | -0.5 | -7.4 | -7.4 | 96.0
CCCNC(=O)C1(CC2CC(c3ccccc3)=NO2)CCN(C(=O)CCCCCBr)CC1 (stereo unspecified) | -1.1 | -0.1 | . | . | -4.7 | -6.8 | 3.4 | -5.6 | 7.2 | 96.0
O=C(c1cccs1)c1ccc(-c2cccs2)s1 | -14.5 | -0.3 | 3.7 | -15.2 | 5.4 | 3.5 | -3.4 | -1.3 | -32.3 | 100.0
Cc1sc2ncnc(N3CCCC(C)C3)c2c1C (stereo unspecified) | -2.7 | 2.8 | 5.7 | -1.6 | 3.2 | -8.8 | -0.5 | -2.3 | -16.0 | 100.0
Cc1cccc(C)c1NC(=O)C(c1ccc(C#N)cc1)n1c(=O)c(-c2ccco2)nc2ccccc21 (stereo unspecified) | . | -0.2 | . | -5.8 | . | 16.5 | . | -4.2 | . | .
Cc1c(C#N)c2n(c1C)CCCC(=O)N2 | 1.1 | -0.2 | 17.2 | -9.9 | -4.2 | 1.8 | 1.4 | -1.4 | -11.1 | 99.0
COc1ccc(N2CC(C(=O)Nc3ccccc3C(=O)NCc3ccco3)CC2=O)cc1 (stereo unspecified) | -0.4 | 0.0 | -0.8 | . | 2.4 | -5.2 | 6.7 | -1.7 | -1.2 | 98.0
CCC(C)NC(=O)C1(C)CCC(=O)N1CCc1ccc(OC)c(OC)c1 (stereo unspecified) | -0.4 | 0.0 | 18.8 | -8.4 | -0.1 | 0.9 | 2.5 | 2.3 | -3.0 | 85.0
COc1ccc(-c2c(NC(=O)c3ccco3)oc3c(C)cccc3c2=O)cc1OC | -0.1 | 0.0 | -11.6 | -2.9 | 4.8 | -12.3 | -0.4 | 9.0 | 14.1 | 102.0
C=CCN1c2ccccc2[C@]23C[C@@H](C(=O)OC)N(C(=O)c4cccs4)C2=NC(C(=O)OC)=C(C(=O)OC)[C@H]13 | 16.4 | -0.1 | -10.6 | -6.8 | 1.7 | -3.5 | 1.8 | 1.6 | -18.1 | 109.0
Cc1cccc(C)c1NC(=O)c1sccc1SCC#N | 1.0 | 0.1 | . | -6.3 | 5.8 | -2.4 | -0.2 | -1.4 | 0.9 | 97.0
CC(C)CC(=O)N1CCC(O)(CS(=O)(=O)Cc2ccc(Cl)cc2)CC1 | -0.6 | -0.3 | -0.9 | -4.0 | -3.9 | 0.6 | 0.2 | 2.3 | -1.1 | 92.0
O=C(CCCCn1c(=O)c2ccccc2n(CC(=O)Nc2ccc(F)cc2)c1=O)NCc1ccco1 | -3.7 | 0.0 | -2.3 | . | 9.2 | -11.8 | 1.7 | 3.0 | 10.0 | 102.0
COc1cccc2c1C(CCCC(=O)O)CCC2 (stereo unspecified) | 0.4 | -0.1 | 24.0 | -4.8 | 7.4 | -4.0 | -0.6 | 1.8 | 1.3 | 88.0
O=C(CSc1nnc(NC(=O)c2c(F)cccc2F)s1)NC1CC1 | -1.6 | -0.1 | 14.1 | -2.5 | -32.7 | -4.1 | -0.4 | 2.5 | 7.6 | 98.0
COc1ccc(NC(=O)[C@H](C)NC(=O)[C@@H]2Cc3ccccc3CN2C(=O)OC(C)(C)C)cc1 | -1.8 | -0.5 | -4.9 | -11.6 | 2.7 | -2.5 | -0.3 | -3.2 | -1.7 | 106.0
COc1ccc(NC(=O)COC(=O)c2c(C)noc2C)c(OC)c1 | 2.1 | 0.0 | -2.8 | -5.1 | 0.8 | -1.5 | -1.2 | -0.1 | 8.3 | 109.0
Cc1ncsc1CCOC(=O)C1C2CC3CC(C2)CC1C3 (stereo unspecified) | -5.2 | -0.2 | 10.0 | -19.1 | -1.1 | 17.4 | 0.9 | 1.3 | -5.5 | 96.0
CCOc1ccc(NC(=O)C2CCN(C(=O)N3CCOc4ccccc43)CC2)cc1 | -0.6 | -0.2 | -4.1 | ? | . | 0.9 | 2.4 | 1.1 | 10.5 | 97.0
CCOc1ccccc1-c1nc(C(N)=O)c2[nH]c(=O)n(-c3cccc(C)c3)c2n1 | 1.6 | 0.1 | -13.6 | -5.5 | -11.6 | 0.7 | -0.6 | 0.5 | 19.1 | 94.0
CN1CCN(c2oc(-c3ccccc3F)nc2S(=O)(=O)c2ccc(Cl)cc2)CC1 | -3.0 | 0.0 | -0.2 | . | 8.7 | -1.5 | 0.9 | -11.0 | -4.8 | 99.0
O=C(CSc1nc(-c2ccco2)cc(C(F)(F)F)n1)NCc1cccs1 | -0.8 | -0.5 | -5.0 | . | -1.2 | -1.4 | -1.4 | 3.5 | -0.6 | 103.0
O=C(NCc1ccncc1)C(=O)NCC1OCCN1S(=O)(=O)c1ccc(Cl)cc1 (stereo unspecified) | 0.0 | -0.1 | -35.7 | . | 0.6 | -5.2 | -0.4 | 8.4 | 10.9 | 99.0
Cc1cc(=O)c2n(Cc3ccc(Cl)cc3)nc[n+]2[nH]1 | 0.4 | -0.2 | 4.6 | -4.7 | 4.8 | 3.0 | 1.9 | 0.7 | 6.9 | 101.0
Nc1[nH]n2c(=O)c3c(nc2c1N=Nc1ccccc1)CCCC3 | 12.3 | -0.3 | -0.3 | -2.2 | ? | -3.3 | -0.8 | -1.7 | 42.3 | 108.0
CC1CN(C(=O)Nc2ccc(Br)cc2Cl)CC(C)O1 (stereo unspecified) | 1.1 | 0.0 | 1.1 | -6.7 | 3.0 | -6.3 | -1.6 | 2.0 | 4.3 | 97.0
CCOC(=O)c1ccc(NC(=O)CC2SC3=NCCN3C2=O)cc1 (stereo unspecified) | 0.5 | 0.1 | 27.2 | 8.1 | -2.3 | 5.0 | -0.2 | -4.1 | 2.8 | 99.0
COc1ccc(S(=O)(=O)c2nnn(-c3cccc(Cl)c3)c2N)cc1 | 2.2 | -0.1 | -5.1 | 9.1 | -6.2 | 9.3 | 1.2 | -2.3 | -11.2 | 104.0
Cc1ccc(/C=C2\SC(=S)N(CCCC(=O)NNC(=O)c3ccccc3O)C2=O)cc1 | -7.8 | 0.1 | -3.0 | -14.9 | 0.2 | 0.1 | -0.5 | -0.2 | 55.3* | 102.0
COc1ccc(OC)c(NC(=O)NC2CCCc3ccccc32)c1 (stereo unspecified) | -2.5 | -0.2 | 3.8 | -2.5 | -20.9 | -1.7 | -0.1 | 2.2 | -4.8 | 101.0
CCCCn1c(=O)[nH]c(=O)c2c1nc(-c1cc(Cl)c(OC)c(OC)c1)n2C | 0.4 | 0.0 | -10.0 | -7.3 | 5.1 | 23.4 | 0.3 | 0.4 | 1.4 | 83.0
CCOC(=O)C1(C)CCCN1C(=O)c1ccc(OC)cc1 (stereo unspecified) | -1.7 | 0.1 | 2.7 | -9.8 | 8.2 | -1.7 | 1.0 | -1.0 | -1.7 | 96.0
CN1C(=O)/C(=C/c2cccc([N+](=O)[O-])c2)C(=O)N1c1ccccc1 | 7.4 | -0.2 | -1.9 | -2.8 | 3.4 | -6.1 | 0.0 | 0.6 | 2.5 | 99.0
CSc1ccc(-c2sc(Nc3cccc4ccccc34)n[n+]2-c2ccccc2)cc1 | 2.9 | 0.2 | -1.3 | -8.7 | -6.9 | -2.9 | -1.2 | -0.7 | -1.9 | 101.0
COc1ccc(/C=N/NC(=O)CCCC(=O)NC2CCCCC2)cc1 | -0.3 | -0.1 | 0.4 | -4.0 | -10.9 | -1.5 | 1.8 | 5.6 | -4.8 | 100.0

Source: PubChem (several laboratories)
